cln2 rad14 = NCI yeast anticancer drug screen, S. cerevisiae cln2 rad14 strain. growth inhibition, % at 50 µM. 8.3% of 78,000 active;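 also: 0% = growth of vehicle-only cultures of the same strain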
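The screen exposed genetically defined yeast (cln2 rad14) to test compounds and scored growth inhibition relative to vehicle-treated controls.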
mec2-1 = NCI yeast anticancer drug screen, S. cerevisiae mec2-1 strain; growth inhibition, % at 50 µM; 9% of 79,000 active; AID 157;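 also: 0% = growth of vehicle-only cultures of the same strain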
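Vehicle-treated cultures served as reference for growth inhibition of compound-exposed mec2-1 yeast.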
yeast mlh1 rad18 = NCI yeast anticancer drug screen, S. cerevisiae mlh1 rad18 strain. 11% of 79,000 active. % growth inhibition at 50 µM;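 also: 0% = growth of vehicle-only cultures of the same strain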
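A repair-deficient yeast strain is exposed to test compound, and growth is scored relative to vehicle-treated controls.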
yeast sgs1 mgt1 = NCI yeast anticancer drug screen, S. cerevisiae sgs1 mgt1 strain; 10% of 78,000 active; % growth inhibition at 50 µM;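 also: 0% = growth of vehicle-only cultures of the same strain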
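Percent growth inhibition was derived by comparing compound-exposed mutant yeast with vehicle-exposed cultures. The strain carries alterations in DNA damage repair.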
yeast bub3 = NCI yeast anticancer drug screen, S. cerevisiae bub3 mutant strain. 9.9% of 78,000 active. % growth inhibition at 50 µM;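 also: 0% = growth of vehicle-only cultures of the same strain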
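Readout: yeast growth inhibition, expressed relative to vehicle-only wells. The test organism is a mutant strain from a panel with lesions in DNA repair or checkpoint genes.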
yeast rad50 = NCI yeast anticancer drug screen, S. cerevisiae rad50 strain | % growth inhibition at 50 µM | 10% of 79,000 active;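 also: 0% = growth of vehicle-only cultures of the same strain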
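Growth of the mutant yeast was measured after compound exposure and referenced to vehicle-treated cultures.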
An asterisk follows results filed as active; x = not tested or not shown; & = joins results of further samples; ! = a repeat was not active. Rule as the data show it: active = growth inhibition above about 70%; inactive = the rest.

Order of results: cln2 rad14, mec2-1, yeast mlh1 rad18, yeast sgs1 mgt1, yeast bub3, yeast rad50
> CCOC(=O)C(Cc1ccc(N(CCCl)CCCl)cc1)NC(=O)C(NC(C)=O)C(C)C (stereo not drawn)
    17, 13, 28, 33, 30, 37
> O=[N+]([O-])c1c[c]([Hg][Cl])c(O)[c]([Hg][Cl])c1
    91*, 92*, 89*, 92*, 90*, 89*
> COc1ccc2c(c1)C1(C)CCN(CCc3ccccc3)C(C2)C1C (stereo not drawn)
    0, 15, 24, 21, 6, 25
> BrCC[N+]12CC[N+](CCBr)(CC1)C2 (tested in a mixture with another compound)
    62, 50, 42, 82*, 78*, 63
> N#CCCCl
    -23, -2, -20, 14, -2, -14
> O/N=C1\CN2CCC1CC2
    15, 13, 20, 2, 10, 16
> O=[N+]1ON=C(c2ccccc2)C1=C1C(c2c(-c3ccccc3)no[n+]2[O-])=NON1[O-]
    42, -2, 29, -4, 29, 29
> CS(=O)(=O)CS(=O)(=O)OCCF
    -10, -12, -33, -11, -29, 5
> [N-]=[N+]=CC(=O)CCC(=O)C=[N+]=[N-]
    -20, -24, -68, -27, -21, 10
> Cc1cc(N(CCCl)CCCl)ccc1C=Nc1ccc(-c2csc(COc3ccccc3)n2)c(Cl)c1
    89*, 96*, 94*, 95*, 90*, 94*
> CC1CCC2C(C)C3C(CC4C5CCC6CC(O)CCC6(C)C5CCC43C)N2C1 (stereo not drawn)
    -29, 23, 16, 18, -18, 17
> O=C(O)C1C2Cc3ccccc3C21 (stereo not drawn)
    -6, 10, -13, -8, -20, 18
> CNC(=O)c1cn(C2OC(CO)C(O)C2O)c2ncnc(N)c12 (stereo not drawn)
    -1, 8, 6, 5, -1, -6
> COC12C(COC(C)=O)C3=C(C(=O)C(C)=C(N4CCCCC4)C3=O)N1CC1NC12 (stereo not drawn)
    87*, 92*, 90*, 90*, 88*, 89*
> CCC12C=CCN3CCC4(C(=C(C(=O)OC)C1)Nc1ccccc14)[C@H]32 (stereo partly drawn)
    -8, 6, 1, 6, 7, 7
> COC1OC2COc3ccccc3OC2C(N=C(N)N[N+](=O)[O-])C1OS (stereo not drawn)
    -25, -8, 11, 2, -3, -1
> CCC(=O)Nc1cccc(OC(=O)N(C)C)c1
    -6, 6, 9, 3, -1, 13
> O=C(COc1cccc2oc3ccccc3c(=O)c12)N/N=C/c1ccc(N(CCCl)CCCl)cc1
    9, -8, 16, 4, 2, 19
> CCOC(=O)C1(O)N=C(c2ccccc2)c2ccccc2-n2cccc21 (stereo not drawn)
    -24, -45, -3, -3, 10, -21
> CC1([N+](=O)[O-])COP(=O)(N2CC2)OC1 (stereo not drawn)
    -10, -3, 35, -5, -9, 9
> CC[C@H]1CN2CCc3c([nH]c4ccccc34)[C@@H]2C[C@@H]1/C(=C\OC)C(=O)OC
    9, 4, 1, 19, 22, 8
> Cc1cc(N(CCCl)CCCl)ccc1CN1CCCN(Cc2ccc(N(CCCl)CCCl)cc2C)C1c1ccc(N(CCCl)CCCl)cc1
    21, 22, 97*, 87*, 31, 66
> CC(Cc1ccccc1)N(C)Cc1ccc(-c2ccccc2)o1 (stereo not drawn)
    15, 34, 81*, 64, 21, 31
> COc1ccc(S(=O)(=O)F)cc1N
    4, -32, -22, -22, -14, -19
> C=CN1CCCC1=O
    -8&6&-3, 0&10&-4, 10&14&9, 10&31&-12, 6&26&-8, 2&10&-6
> CC1=C(C)C(=O)O[C@@H]([C@](C)(O)[C@]2(O)CC[C@@]3(O)[C@@H]4C[C@H](O)[C@]5(O)[C@@H](O)C=CC(=O)[C@]5(C)[C@H]4CC[C@]23C)C1
    23, 11, -53, 7, 10, 22
> Cc1csc2cccc[n+]12
    -6, -8, -26, -14, 1, -7
> O=c1cccc2n1CC1CNC[C@H]2C1
    8, 10, -5, 6, 13, 17
> NCCNCCNCCNCCN (tested in a mixture with another compound)
    36, 26, 63, 53, 80*, 90*
> CCC[N+](CCC)(CCC)CCC.[Ni+2].[SH2+]C([SH2+])=Nc1ccccc1.[SH2+]C([SH2+])=Nc1ccccc1
    -21, 19, 30, 10, 5, 24
> CN(C)C(=O)C(CC[N+](C)(C)C)(c1ccccc1)c1ccccc1
    25, 6, -10, 6, -4, 9
> C[CH2][Sn](=[O])[c]1ccccc1
    10, -18, -23, 3, -1, -22
> NC(c1ccccc1)C(O)c1ccccc1 (stereo not drawn)
    x, 6&3&3&-9, -25&-30&-7&-11, 1&16&-6&11, x, -10&-16&2&3
> C1CC[N+]2=C(C1)OCCC2
    -17, -2, 4, 7, -2, 12
> CCC(Cl)(C=O)C(Cl)C(C)C (stereo not drawn)
    -6, 7, 10, 2, 9, 10
> Nc1ccc(Cl)cc1C(=O)c1ccccc1
    71*, 72*, 88*, 91*, 88*, 91*
> CCOC(=O)CC(Br)C(=O)CBr (stereo not drawn)
    -18, 11, -10, 7, 3, -9
> Nc1ccc(N)cc1
    -7, 26, -1, -24, -6, 11
> COP(=S)(c1ccccc1)N(C)C(=O)Oc1cccc(C(C)C)c1 (stereo not drawn)
    26, 31, 46, 34, 44, 21
> Oc1ccc(-c2ccccc2)cc1
    3, 0, 26, 26, 10, -2

Reformatted: entries from further up.
> COP(=S)(c1ccccc1)N(C)C(=O)Oc1cccc(C(C)C)c1 (stereo not drawn)
  cln2 rad14: 26 | mec2-1: 31 | yeast mlh1 rad18: 46 | yeast sgs1 mgt1: 34 | yeast bub3: 44 | yeast rad50: 21
> Oc1ccc(-c2ccccc2)cc1
  cln2 rad14: 3 | mec2-1: 0 | yeast mlh1 rad18: 26 | yeast sgs1 mgt1: 26 | yeast bub3: 10 | yeast rad50: -2
> Nc1ccc(N)cc1
  cln2 rad14: -7 | mec2-1: 26 | yeast mlh1 rad18: -1 | yeast sgs1 mgt1: -24 | yeast bub3: -6 | yeast rad50: 11
> CN(C)C(=O)C(CC[N+](C)(C)C)(c1ccccc1)c1ccccc1
  cln2 rad14: 25 | mec2-1: 6 | yeast mlh1 rad18: -10 | yeast sgs1 mgt1: 6 | yeast bub3: -4 | yeast rad50: 9

Remaining list, next part
Order of results: cln2 rad14, mec2-1, yeast mlh1 rad18, yeast sgs1 mgt1, yeast bub3, yeast rad50
> CN(CC(N)=O)C(=O)N(CCCl)N=O
    -19, 2, -41, -12, 2, 8
> O=C(Nc1ccc(Cl)cc1C(=O)c1ccccc1)c1ccc([N+](=O)[O-])cc1
    -40, -3, 13, 0, 4, -1
> CCCCOP(=O)(OCCCC)OC(C#N)CCC (stereo not drawn)
    40, 6, 9, 8, 8, -6
> Cc1cc(N(CCCl)CCCl)ccc1CN1CCCN(Cc2ccc(N(CCCl)CCCl)cc2C)C1c1cccc(F)c1
    0, 18, 76*, 80*, 2, 41
> CC(C)(C)C1CCC(P(C)(C)=S)CC1 (stereo not drawn)
    15, 12, -9, 15, 2, 16
> CCCOC(C(=O)OC1CCC2CCC1N2C)(c1ccccc1)c1ccccc1 (stereo not drawn)
    14, 0, 33, 18, 29, 5
> CC(C)N1CCc2cc3c(cc2C1)OCO3
    1, 11, 23, 1, -18, 10
> Sc1c(Cl)c(Cl)c(Cl)c(Cl)c1Cl
    -20, -7, -7, -4, 33, -1
> COc1ccc(C[C@H]2NC[C@H](O)[C@H]2OC(C)=O)cc1
    90*, 94*, 91*, 92*, 92*, 92*
> O=P1(NNc2ncccn2)SC(NN=C2CCCCC2)=NC12CCCCC2 (stereo not drawn)
    51, 45, 42, 32, 58, 41
> CC(=O)OC1CCC2(C)C(CCC3C4=CCC(C5=CC(=O)OC5)C4(C)CCC32)C1 (stereo not drawn)
    65, 82*, 78*, 91*, 68, 83*
> O=C(COc1ccc(Cl)c(Cl)c1)N(Cc1ccccc1)Cc1ccc[n+](Cc2ccc(Cl)cc2S(=O)(=O)F)c1
    50, 55, 60, 0, 42, 54
> COc1cc(C=O)cc(OC)c1OC
    -14, -11, -20, 5, -7, 1
> Nc1nc(N)c(-c2ccc(Cl)c(Cl)c2)c(CCc2ccc(CNC(=O)c3cc(S(=O)(=O)F)ccc3Cl)cc2)n1
    12, 96*, 94*, 67, 75*, 50
> COc1ccccc1N=Nc1cccc[c]1[Hg][Cl]
    99*, 99*, 98*, 99*, 98*, 98*
> COC(=O)C1C(C)N1P(=O)(OC)OC (stereo not drawn)
    -44, 4, 7, -8, -4, 7
> Cc1ccc2[nH]c(=S)n(-c3cccc(C(F)(F)F)c3)c(=O)c2c1
    21, 6, 16, 21, 23, 18
> CCC(=O)OC1(c2ccccc2)CCN(CCC(=O)c2ccccc2)CC1C (stereo not drawn)
    39, 37, 37, 48, 27, 49
> CC(C)=CCC/C(C)=N\N=C(N)N
    -20, -9, -16, -13, -3, 5
> CC(=O)OCC1OC(S[As](C)C)C(OC(C)=O)C(OC(C)=O)C1OC(C)=O (stereo not drawn)
    11, 14, 37, -8, 6, -3
> C/C=C1/CN2CCC1CC2C(O)c1ccnc2ccc(O)cc12 (stereo not drawn)
    22, -35, 10, -33, -15, -1
> Nc1nnc[se]1
    -2, 5, -2, -8, -4, 8
> CCCCC1CN1P(=O)(OC)OC (stereo not drawn)
    -27, 1, 6, -6, -11, -3
> NC(CCC(=O)NC(CSc1ccc([N+](=O)[O-])cc1[N+](=O)[O-])C(=O)NCC(=O)O)C(=O)O (stereo not drawn)
    9, -5, -11, 12, 3, 0
> CCOP(=O)(OCC)C1CC(C(C)C)CC=C1C (stereo not drawn)
    1, -9, 15, -2, 4, 5
> CN(C)CC1CCCCC1=O (stereo not drawn)
    1&8&59, -16&-14&56, 72*!, -10&-15&47, -4&-23&35, 74*!
> CCOC(=O)C1(CC)CNCC(CC)(C(=O)OCC)C1=O (stereo not drawn)
    11, 1, 5, 3, 4, 22
> CC(COC(=O)NCc1ccccc1)OC(N)=O (stereo not drawn)
    -10, -15, -11, 13, 1, -1
> C/C(=N\N1CN(C(C)C(=O)O)P(N(CCO)CCO)N=C1N)c1cccs1 (stereo not drawn)
    -19, -11, -8, 6, 8, -5
> Nc1ncnc2nc(SCc3cccc(NC(=O)Nc4cccc(S(=O)(=O)F)c4)c3)[nH]c12
    -14, 4, 30, 10, -1, 25

Shown tab-delimited: 7 of the compounds above
structure	cln2 rad14	mec2-1	yeast mlh1 rad18	yeast sgs1 mgt1	yeast bub3	yeast rad50
O=c1cccc2n1CC1CNC[C@H]2C1	8	10	-5	6	13	17
NCCNCCNCCNCCN (tested in a mixture with another compound)	36	26	63	53	80*	90*
CCC[N+](CCC)(CCC)CCC.[Ni+2].[SH2+]C([SH2+])=Nc1ccccc1.[SH2+]C([SH2+])=Nc1ccccc1	-21	19	30	10	5	24
CN(C)C(=O)C(CC[N+](C)(C)C)(c1ccccc1)c1ccccc1	25	6	-10	6	-4	9
C[CH2][Sn](=[O])[c]1ccccc1	10	-18	-23	3	-1	-22
NC(c1ccccc1)C(O)c1ccccc1 (stereo not drawn)	x	6&3&3&-9	-25&-30&-7&-11	1&16&-6&11	x	-10&-16&2&3
C1CC[N+]2=C(C1)OCCC2	-17	-2	4	7	-2	12

Carrying on.
Order of results: cln2 rad14, mec2-1, yeast mlh1 rad18, yeast sgs1 mgt1, yeast bub3, yeast rad50
> CCC(CC)C(=O)Cl
    -13, -5, -23, -33, -1, -4
> [Cl][Pd]([Cl])([Cl])[Cl].[NH-]CC[NH-].[NH-]CC[NH-].[Pd+2]
    -4, 17, 55, 32, 26, 29
> CCOC(=O)C(Br)C(C)(C)C (stereo not drawn)
    -15, 3, 39, 6, 4, 19
> CC(=O)[O][Sn]([CH2]C1CCCC1)([CH2]C1CCCC1)[CH2]C1CCCC1
    99*, 99*, 99*, 99*, 99*, 99*
> O=[N+]([O-])c1cccc(N=Nc2ccc(N(CCCl)CCCl)cc2)c1
    -27, 1, 12, -3, 5, -23
> CN(C)P(=O)(CC(O)c1ccccc1)N(C)C (stereo not drawn)
    -8, -2, 11, -14, 8, 19
> S=C(N=Nc1ccccc1)NNc1ccccc1.[Zn+2]
    12, -9, 12, 19, 36, 28
> CN(C)C(=O)Nc1cccc(OP(=O)(N(C)C)N(C)C)c1
    -2, 26, 8, -1, 31, 5
> CC(C)(C)P(O)(=S)c1ccccc1 (stereo not drawn) (tested in a mixture with another compound)
    -34, 2, 5, 2, -25, 3
> CC(=O)NNc1ccccc1
    40, 66, 91*, 68, 87*, 62
> COc1ccc(C(=O)O)cc1S(=O)(=O)F
    -57, -6, -10, 0, -32, -4
> Cc1cccc(N=Nc2ccc(N(C)C)cc2)c1
    -30, -37, -13, 2, -9, -8
> O=C1NC(=O)C(CCc2ccccc2)(CCC2CCCC2)C(=O)N1
    48, 49, 38, 40, 27, 38
> COC1CCC(OC2CC(C3(C)CCC4(CC(O)C(C)C(C(C)/C=C(\C)C(=O)C(C)CC(C)C(=O)O)O4)O3)OC3(OC(C4OC(O)(CO)C(C)CC4C)CC3C)C2C)OC1C (stereo not drawn)
    69, 72*, 69, 63, 58, 61
> CCC1C2CC3C4N(C)c5ccccc5C45CC(C2C5O)N3C1O (stereo not drawn)
    -1&-3&-18, -41&5&-8, -24&-41&-11, -14&16&-17, -32&-10&14, -5&-7&21

Assay outcomes from PubChem.

These rows are one share of the data. The share of hits here may be higher or lower than overall.
